Bioassay records (PubChem BioAssay)
NS3 helicase inh: blocks Hepatitis C virus NS3 helicase unwinding; inhibition, % at 10.9 µM; AID 1800; NS3 helicase DNA unwinding, Cy5 molecular beacon fluorescence; actives 0.56% (n = 290,000);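 active = inhibition above the mean of all tested compounds plus 3 SD, set per campaign, cut at about 35% in these data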;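 note: 0% = DMSO wells and 100% = thioflavine S control wells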
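System: Hepatitis C virus NS3 helicase domain fragment enzyme | Reagent: Annealed dual-labelled DNA beacon duplex, ATP-started | Compound dosing: 10.9 µM single point, 0.8% DMSO | Incubation: 1 h reaction at 25 °C, ATP-initiated | Technique: Cy5 fluorescence | Evaluation: Percent inhibition from t60/t0 fluorescence ratio | Benchmarks: Low DMSO, high thioflavine S at 110 µM | Replication: Singlicate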
IMP-1 inhibitor: inhibitors of Pseudomonas aeruginosa IMP-1 metallo-beta-lactamase. purified IMP-1, nitrocefin hydrolysis, epi-absorbance fluorescence. inhibition, % at 5.6 µM. actives 0.45% (n = 290,000). AID 1556;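 active = inhibition above the mean plus 3 SD of all compounds in the same screening run, cut at about 4.5% in these data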;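 note: 0% = IMP-1 with DMSO and 100% = DMSO wells lacking enzyme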
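Assay system: purified recombinant IMP-1 beta-lactamase. Input: IMP-1 0.2 nM before substrate addition. Buffer or medium: Zinc- and detergent-supplemented HEPES buffer, pH 7.1. Schedule: 25 °C, 15 min preincubation, 25 min reaction. Signal: Epi-absorbance fluorescence, 480 nm excitation, 530 nm emission. Evaluation: percent inhibition from optical density relative to buffer-blank wells.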
PHOSPHO1 block: PHOSPHO1 (human) inhibition; Q8TCT1; recombinant PHOSPHO1, absorbance phosphatase assay; inhibition, % at 13.3 µM; actives 1.1% (n = 290,000); in the data active = inhibition above about 60%
Target sequence (Q8TCT1 whole entry, looked up): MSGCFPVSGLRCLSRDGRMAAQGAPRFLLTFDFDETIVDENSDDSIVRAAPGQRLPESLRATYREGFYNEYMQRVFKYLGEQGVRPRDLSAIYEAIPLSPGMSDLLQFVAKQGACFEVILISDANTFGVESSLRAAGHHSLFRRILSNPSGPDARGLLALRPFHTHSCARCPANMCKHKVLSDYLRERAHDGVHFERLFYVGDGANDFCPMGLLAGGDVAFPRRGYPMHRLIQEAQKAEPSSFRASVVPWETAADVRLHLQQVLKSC
MEKK3 PB1 HTS: raises or lowers MEK5 binding to the human MEKK3 PB1 domain; Q99759; bead-based flow cytometry, Alexa488-MEK5 binding to MEKK3; actives lie on both sides; 0 = blocked by unlabeled MEK5, 100 = vehicle; binding response (% of control), % at 10 µM; actives 1.4% (n = 290,000); AID 1529;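 active = binding response more than 3 SD above or below the average of its plate-row segment, actives on both sides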;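 note: Alexa488 bead fluorescence after subtracting the streptavidin-only scavenger bead signal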
Target sequence (Q99759 whole entry, looked up, the tested form may be a part): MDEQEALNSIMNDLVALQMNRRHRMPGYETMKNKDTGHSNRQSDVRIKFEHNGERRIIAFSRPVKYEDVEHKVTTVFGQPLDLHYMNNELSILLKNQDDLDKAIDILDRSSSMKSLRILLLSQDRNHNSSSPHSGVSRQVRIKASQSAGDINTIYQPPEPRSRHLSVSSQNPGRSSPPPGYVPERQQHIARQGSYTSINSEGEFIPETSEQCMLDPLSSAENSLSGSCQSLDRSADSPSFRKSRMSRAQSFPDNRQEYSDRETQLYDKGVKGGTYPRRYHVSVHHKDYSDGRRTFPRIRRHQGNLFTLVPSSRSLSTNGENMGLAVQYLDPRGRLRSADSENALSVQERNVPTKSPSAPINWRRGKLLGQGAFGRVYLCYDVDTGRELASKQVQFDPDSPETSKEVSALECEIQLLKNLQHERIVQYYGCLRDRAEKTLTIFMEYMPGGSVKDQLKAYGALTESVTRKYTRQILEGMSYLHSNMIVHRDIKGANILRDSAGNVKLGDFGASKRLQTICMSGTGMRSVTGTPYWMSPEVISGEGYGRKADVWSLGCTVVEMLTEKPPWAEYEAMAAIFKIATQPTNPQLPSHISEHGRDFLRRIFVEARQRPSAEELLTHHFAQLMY
IDE act: IDE (human) activation, cell-based | P14735 | activation, % at 5.96 µM | AID 493087 | HEK cells, FAbeta-B cleavage, fluorescence polarization; 0% vehicle, 100% cell-free pure enzyme wells | actives 0.073% (n = 340,000);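 active = activation above the mean of all tested compounds plus 3 SD, set per screening campaign, cut at about 17% in these data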
DNA FID counter: fluorescent intercalator displacement, NS3 helicase counter-screen. DNA fluorescent intercalator displacement, fluorescence. inhibition, % at 7.9 µM. actives 0.17% (n = 290,000); in the data active = inhibition above about 37%;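 note: 0% = vehicle and 100% = reference compound; higher means more ethidium bromide displaced from hairpin DNA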
SUMO HTRF inh: SUMOylation inhibition; P63279; AID 2006; HTRF SUMOylation assay, SAE1/SAE2 + UBC9, in vitro; actives 0.36% (n = 290,000); inhibition, % at 35 µM; in the data active = inhibition above about 50%, passing the limit was not always enough; note: strong numbers were not always called active
Target sequence (P63279 whole entry, looked up): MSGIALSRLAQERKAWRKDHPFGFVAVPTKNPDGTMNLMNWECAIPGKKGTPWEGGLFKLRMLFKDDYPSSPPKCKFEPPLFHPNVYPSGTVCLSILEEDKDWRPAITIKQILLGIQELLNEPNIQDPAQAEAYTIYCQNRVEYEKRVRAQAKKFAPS
p-CIP stab down: p/CIP protein destabilization. Q05BA5. F442A p/CIP-EGFP cells, EGFP fluorescence, 16 h. decrease of EGFP signal, % at 10 µM. actives 0.01% (n = 290,000). AID 1984;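 active = EGFP signal decrease of at least 30% at 10 µM or well 3 SD below plate mean, unless failing retest; inactive = the rest, including hits failing retest or dose response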; note: some compounds called inactive have numbers as strong as hits; many of its hits are not listed in these tables
VIM-2 inh: inhibitors of Pseudomonas aeruginosa VIM-2 metallo-beta-lactamase. purified VIM-2, nitrocefin hydrolysis, epi-absorbance fluorescence. inhibition, % at 5.6 µM. actives 0.89% (n = 290,000);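 active = inhibition above the mean of all tested compounds plus 3 SD, cutoff set per screening run, cut at about 7.5% in these data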;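 note: red hydrolysis product quenches plate fluorescence so inhibitors raise well fluorescence; 0% = enzyme with DMSO and 100% = DMSO without enzyme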
Starred values were filed as active, the others as inactive; · = not tested or not shown. Only part of the results is shown (hit frequency here may not be typical).

canonical_smiles,NS3 helicase inh,IMP-1 inhibitor,PHOSPHO1 block,MEKK3 PB1 HTS,IDE act,DNA FID counter,SUMO HTRF inh,p-CIP stab down,VIM-2 inh
CCC(C(=O)O/N=C(\N)c1ccccc1)c1ccccc1 (configuration not stated),0,-3.8,1,97,9,-4,27,-3,-2.5
CCC1CCC(N2CCN(c3cccc(OC)c3)CC2)CC1 (configuration not stated),-9,-2.0,25,105,1,8,6,2,0.6
Cc1ccc(N2CN(Cc3ccco3)CNC2=S)cc1,-3,-3.4,-3,98,4,-2,9,-6,-1.1
CCCn1c(SCC(=O)c2cc(C)ccc2C)n[nH]c1=O,3,-4.4,94*,105,0,-18,5,-6,-4.1
COc1ccc(OC)c(-c2csc(N(CC3CCCO3)C(=O)C3CCCCC3)n2)c1 (configuration not stated),0,-1.9,5,99,0,-22,-29,2,-1.1
N#Cc1cccc(NC(=O)CC2CCCC2)c1,6,-3.1,13,103,1,1,23,-24,1.2
CCOC(=O)C1=C(N)n2c(s/c(=C\c3ccncc3)c2=O)=C(C(=O)OCC)C1c1ccncc1 (configuration not stated),-5,-2.5,-22,92,·,13,2,3,-0.9
O=C(Nc1ccccc1C(=O)O)c1ccccc1,7,-4.5,11,97,-6,0,6,1,-5.5
O=C(NC1CCN(C(=O)Nc2cccc(Cl)c2)CC1)c1ccccc1,0,0.4,24,101,2,-14,-1,-15,0.7
CCOC(=O)C1CCCCN1Cc1ccc(OC)c(OC)c1OC (configuration not stated),-9,-2.0,19,96,1,5,3,-6,-2.5
Cn1c(=O)c2c(SCc3cccnc3)nc(C3CC3)nc2n(C)c1=O,-2,-3.6,9,112,0,-19,18,-16,29*
CCCCNS(=O)(=O)c1ccc(S(=O)(=O)N2CCC3(CC2)OCCO3)cc1,-7,0.2,3,102,0,-14,-2,11,1.4
Fc1cccc(CCN2C(=S)NC[C@@H]2Cc2ccccc2)c1,7,-3.4,-20,99,5,-8,-12,2,-2.5
Cn1cccc1Cc1nnc(SCC(=O)Nc2ccc(Cl)cc2)n1-c1ccc(F)cc1,-10,-1.7,-1,86,4,-30,13,-3,-3.6
COc1cc(/C=C/C(=O)OCC(=O)N2CC3(C)CC2CC(C)(C)C3)ccc1O (configuration not stated),-14,0.7,0,93,0,-41,-7,10,4.0
O=C(CN1CCc2ccccc2C1)Nc1cc(S(=O)(=O)N2CCOCC2)ccc1N1CCCC1,1,-3.6,5,123,1,-12,11,0,-0.8
Cc1ccc(OCC(=O)NCc2ccco2)c([N+](=O)[O-])n1,-5,-2.2,8,108,5,1,-8,12,-1.6
O=C(COC(=O)/C=C/c1ccc2c(c1)OCO2)NC1CCS(=O)(=O)C1 (configuration not stated),2,-2.9,40,97,-1,-15,19,0,-3.6
Cc1cccc(NCc2nc(-c3ccccc3)no2)c1,-6,-3.4,12,102,8,-3,5,-12,-2.1
CCOC(=O)C1=C(C)NC(=O)NC1C1CC=CCC1 (configuration not stated),3,-1.2,-1,98,-5,-2,15,5,-1.9
CC(CCc1ccccc1)NCc1ccc(Cl)cc1Cl (configuration not stated),-27,2.3,10,98,5,22,-10,10,0.2
CCOC(=O)C1=NOC2COC3(CCN(c4ncccn4)CC3)OCC12 (configuration not stated),-1,-3.0,-29,121,6,-5,9,-14,-2.4
CCOC(=O)N1CCN(C(=O)CCCCCn2c(=S)[nH]c3cc4c(cc3c2=O)OCO4)CC1,-10,-3.2,-11,97,0,-15,9,4,-2.6
O=C(COC(=O)c1ccccc1C(=O)c1ccc(Cl)cc1)NCC1CCCO1 (configuration not stated),0,-3.6,32,88,-5,-21,4,0,1.2
COc1cc(N=CC2=C(O)c3ccccc3C2=O)cc(OC)c1,0,-0.9,1,99,2,1,-7,-1,-4.0

Next records follow:
canonical_smiles,NS3 helicase inh,IMP-1 inhibitor,PHOSPHO1 block,MEKK3 PB1 HTS,IDE act,DNA FID counter,SUMO HTRF inh,p-CIP stab down,VIM-2 inh
CCOc1cccc(-c2c(C(=O)N/N=C/c3ccsc3)nnn2-c2nonc2N)c1,-7,0.5,33,98,4,-33,17,4,1.2
Cc1cccc(-c2nc(C#N)c(NCc3ccco3)o2)c1,-5,-2.4,-13,107,0,-13,16,-4,-3.5
CCOc1c(Cl)cc(CNCC(O)c2ccccc2)cc1OC (configuration not stated),-14,-0.3,2,99,10,11,-12,-1,1.3
O=C(COc1ccc2ccc(=O)oc2c1)NC1CCN(Cc2ccccc2)CC1,-6,-2.8,22,95,-6,0,12,-8,0.2
CCc1ccc(Nc2nc(N)nc(CSc3nc4ccccc4s3)n2)cc1,-81,-2.7,-1,98,6,-10,-43,-14,-2.8
Cc1ccc(C(=O)/C=C/N(C)C)cn1,-7,0.6,25,102,7,-4,4,2,0.5
O=[N+]([O-])c1ccccc1/C=N/Nc1nccnc1Cl,0,-2.3,-24,99,-1,0,8,-14,-6.4
COc1cc(/C=C/C(=O)OCC(=O)Nc2cc(C)c(C)cc2[N+](=O)[O-])ccc1O,-6,-4.2,5,101,6,5,13,-16,-3.8
Cc1ccc(N(CC(=O)NCc2ccccc2)C(=O)CCC(=O)Nc2ccccn2)c(C)c1,1,-3.1,36,99,2,-39,-7,-1,-2.4
CC1(C)NC(=O)N(Cc2cc(=O)n3ccsc3n2)C1=O,-3,-1.8,28,101,4,0,16,-14,-1.6
O=C(COc1cccc2ccccc12)NNC(=O)CSCCO,0,-3.3,-6,101,-3,-2,6,-4,-4.2
CSc1sccc1/C=N/NC(=O)c1ccncc1,0,-2.3,-13,95,5,-1,11,-11,-1.9
O=C1Nc2ccccc2/C1=C/C(=O)c1cccs1,-5,-3.2,12,106,-6,10,-1,-10,-2.4
CCCCCn1c(SCC2CCCO2)nc2cc(C(=O)N3CCC(C(N)=O)CC3)ccc2c1=O (configuration not stated),4,-4.4,0,101,-7,-35,-16,-1,0.0
COc1ccc(C(=O)NCc2nnc(SCC(=O)Nc3ccc4c(c3)OCO4)o2)cc1,4,-3.0,48,100,1,-7,15,-14,-1.7
N#Cc1nc(COc2cccc(Cl)c2)oc1NCCN1CCOCC1,-6,-3.0,47,107,6,-10,11,-2,-3.6
O=C1C2C3C=CC(CNS(=O)(=O)c4ccccc4[N+](=O)[O-])(O3)C2C(=O)N1c1ccccc1 (configuration not stated),1,-1.7,37,102,0,7,28,-8,-2.7
O=S(=O)(NC1CCCCC1Nc1ccc(Cl)cc1)c1ccccc1 (configuration not stated),-2,-3.8,-11,104,3,-5,-2,-10,-1.4
N#C/C(=C\c1cccnc1)C(=O)Nc1cccc2ccccc12,0,-0.2,-26,96,-2,-4,18,-7,0.8
CCOc1ccccc1NC(=S)N1CCC(NC(=O)NC23CC4CC(CC(C4)C2)C3)CC1,-18,-0.8,21,91,4,-1,8,1,-2.5
COc1ccc(-c2csc3ncnc(N4CCN(Cc5ccccc5)CC4)c23)cc1,-16,-3.1,36,106,3,-1,-10,-4,-1.3
Cn1cnnc1Sc1nc2c(c(=O)n(C)c(=O)n2C)n1Cc1ccccc1Cl,0,-3.9,5,101,-6,-8,29,0,-6.0
O=C1c2cccc3cccc(c23)C(=O)N1CC1CCN(S(=O)(=O)c2ccc(F)cc2)CC1,-2,-5.2,9,103,1,-4,14,-2,-2.4
COc1ccccc1-c1nnc(SC)n1C,4,-5.3,20,81,1,7,4,3,-3.6
Cc1cccn2c(=O)c(C=O)c(N3CCSCC3)nc12,6,-2.8,28,109,5,-12,17,-8,-2.6

A few values from the results shown:
Result for `CC(CCc1ccccc1)NCc1ccc(Cl)cc1Cl` (configuration not stated) under NS3 helicase inh: -27
Result for `CCCn1c(SCC(=O)c2cc(C)ccc2C)n[nH]c1=O` under VIM-2 inh: -4.1

The listing continues:
canonical_smiles,NS3 helicase inh,IMP-1 inhibitor,PHOSPHO1 block,MEKK3 PB1 HTS,IDE act,DNA FID counter,SUMO HTRF inh,p-CIP stab down,VIM-2 inh
Cc1ccc(N2CC(C(=O)Nc3ccccc3C(=O)NC3CCCCC3)CC2=O)cc1 (configuration not stated),-4,-2.3,8,106,5,-2,-4,-1,-1.9
O=C(c1ccco1)N1CCN(C(c2ccc(Cl)cc2)c2nnnn2CC2CCCO2)CC1 (configuration not stated),-2,0.5,-3,109,4,-27,-1,-6,1.0
COc1cccc(NC(=O)CN2C(=O)CSc3nc(C)cc(C)c32)c1,-11,-3.5,28,103,3,-9,-10,-16,-1.0
COc1ccc(Nc2nc3cc(C)ccc3cc2C#N)c(OC)c1,5,-0.3,-19,91,3,1,1,0,-0.4
COc1ccccc1NS(=O)(=O)NC(=O)c1c(C)[nH]c2ccccc12,4,-2.4,47,103,3,13,·,-11,-6.0
Cc1ccc(/C=N/NC(=O)c2cccc(S(=O)(=O)Nc3ccccc3Cl)c2)o1,8,-2.7,7,103,3,-10,15,2,-4.0
C/[N+]([O-])=C1\Cc2ccccc2C1=O,5,0.5,19,111,4,0,1,-14,3.1
CN(C)c1ccc(C(=O)N=c2sccn2C)cc1[N+](=O)[O-],2,-5.6,22,98,4,-7,1,4,-2.6
CCn1c(C)nc2cc(C(=O)NNS(=O)(=O)c3cc(Br)ccc3Br)ccc21,-24,-3.6,-5,95,7,-22,14,2,-2.8
NC(=S)Cc1nc(-c2ccccc2)cs1,12,-0.7,-8,93,3,-4,11,-3,-2.4
COCCNc1c([N+](=O)[O-])c(=O)n(-c2ccccc2)c2ccccc12,-4,-3.6,-2,111,5,-1,-4,1,-2.5
CCOc1ncccc1C(=O)OCc1nnc(-c2ccccc2)o1,-8,-2.9,-8,102,2,-6,6,-9,-0.9
Cc1ccc(SCc2nc3ccccc3n2CC(=O)Nc2ccc(Cl)cc2)cc1,-21,-2.5,4,106,-1,0,-23,9,-3.5
O=C(Cc1ccccc1)N1CCN(c2ccc([N+](=O)[O-])cc2)CC1,11,-2.8,42,107,1,-15,0,-5,-3.1
CN(C)S(=O)(=O)c1ccc(Cl)c(NC(=O)COC(=O)/C=C/c2ccc(S(=O)(=O)N3CCOCC3)cc2)c1,-8,0.0,12,90,-4,-18,6,0,-3.2
CCOc1cc(C=C(C(=O)OC)C(=O)OC)ccc1OCc1ccc([N+](=O)[O-])cc1,-7,-2.7,-22,109,8,1,14,-9,-1.2
O=C(OCc1cc2ccccc2[nH]c1=O)C1CCCCC1,-3,-2.2,14,100,-3,-24,-20,-3,-1.3
O=C(O)CC[C@@H](C(=O)O)N1C(=O)c2ccccc2C1=O,·,·,13,105,3,·,8,1,·
O=C(/C=C/c1ccco1)OCC(=O)c1cccc([N+](=O)[O-])c1,-5,-1.6,28,96,0,-1,13,-15,-1.0
Cc1ccc(CN2C3CCCC2CC(NC(=O)c2ccc(C)cc2)C3)cc1 (configuration not stated),-1,-2.7,29,144*,-4,7,26,-3,-4.5
